# GLS inhibitor = glutaminase GLS (human) inhibition. GLS enzymatic activity, qHTS titration. Potency, µM (titrated, usually from 45.5 µM), for the others: top-dose activity change, negative = inhibition, actives largely listed as inhibitors. hit rate 0.21% among 410,000. AID 624170; note: potency is the fitted concentration of half-maximal effect
#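 Assay buffer: 45 mM KH2PO4 pH 8.2, 0.02% Tween-20. hKGA acts on L-glutamine (1 mM solution added); product glutamate is reported by an oxidase/peroxidase Amplex Red coupling, with fluorescence taken at baseline and 30 min.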
# Tb PGK inh = blocks T. brucei phosphoglycerate kinase; PGK/GAPDH coupled, Kinase-Glo luminescence, 60 min; hit rate 0.043% among 380,000; AID 602233; Potency, µM (titrated, usually from 57.5 µM), without a hit: at the top dose activity change, negative = inhibition, most hits filed as inhibitors; note: potency is the fitted concentration of half-maximal effect; nearly all actives have a fitted effect of over 60% in size
# Target sequence (P07378 whole entry, looked up): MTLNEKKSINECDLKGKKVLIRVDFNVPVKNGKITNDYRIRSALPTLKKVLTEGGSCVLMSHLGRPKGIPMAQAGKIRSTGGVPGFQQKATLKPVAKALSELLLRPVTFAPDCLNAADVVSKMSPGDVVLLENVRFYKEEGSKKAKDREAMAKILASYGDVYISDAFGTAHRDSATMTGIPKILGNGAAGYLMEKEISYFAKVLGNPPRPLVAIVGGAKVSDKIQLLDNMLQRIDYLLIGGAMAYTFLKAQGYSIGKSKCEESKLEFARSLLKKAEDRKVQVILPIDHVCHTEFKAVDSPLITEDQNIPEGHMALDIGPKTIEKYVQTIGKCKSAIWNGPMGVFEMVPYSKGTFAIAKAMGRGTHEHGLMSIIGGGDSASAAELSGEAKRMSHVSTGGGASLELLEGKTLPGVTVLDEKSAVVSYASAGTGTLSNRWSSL
#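 Recombinant glycosomal PGK reaction used 1,3-bisphosphoglycerate generated in-well by GAPDH (100nM final) in 100mM TEA pH 7.6, 5mM MgCl2, 0.01% Tween-20. After 60 minutes at room temperature, ATP was read by Kinase-Glo Plus luminescence end-point.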
# PI4K2A inh = inhibitors of human PI4K2A | Q9BTU6 | purified PI4K2A, ADP-Glo luminescence, 1 h; active compounds read low | activity change, negative = inhibition, % at 76.9 µM | hit rate 0.13% among 420,000 | AID 1346378; in the data active = activity change below about -50%; inconclusive = mostly about -30% to -49%;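 note: -100% = wells without enzyme as full effect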
# Target sequence (Q9BTU6 whole entry, looked up): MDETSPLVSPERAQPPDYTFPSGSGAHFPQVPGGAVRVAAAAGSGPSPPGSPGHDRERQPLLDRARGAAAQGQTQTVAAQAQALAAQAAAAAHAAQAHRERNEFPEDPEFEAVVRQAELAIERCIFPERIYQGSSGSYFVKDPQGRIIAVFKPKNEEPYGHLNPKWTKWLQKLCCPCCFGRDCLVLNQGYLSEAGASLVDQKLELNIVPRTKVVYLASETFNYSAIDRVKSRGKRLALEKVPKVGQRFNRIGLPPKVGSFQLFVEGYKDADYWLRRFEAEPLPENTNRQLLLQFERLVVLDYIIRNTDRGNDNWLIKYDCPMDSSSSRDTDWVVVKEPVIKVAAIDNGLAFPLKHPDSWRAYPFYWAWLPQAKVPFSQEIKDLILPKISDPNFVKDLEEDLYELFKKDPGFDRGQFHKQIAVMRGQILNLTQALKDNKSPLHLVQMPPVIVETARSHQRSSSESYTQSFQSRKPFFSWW
#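 ADP-Glo luminescence measured ADP generated by PI4K2A enzyme (4 ug/mL before mixing) with 1.2 mM PI substrate (pre-mix) and 300 microM ATP (pre-mix). Tris pH7.5 buffer with MgCl2, Triton X-100; 1 h reaction at ambient temperature.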
# Active calls of the source: *; i = inactive; ? = inconclusive; [ ] = another dose, or the depositor's remark. Unless noted, calls come from the whole dose curve; as a rule, active = well fitted curve in the direction sought with a large enough effect; inconclusive = small, poorly fitted or top-dose-only effect, or another doubt; inactive = no such curve, though single readings can be large; an effect the other way counts as inactive or inconclusive. Unless noted, % is set by controls: 0 for no effect and ±100 for the full control effect. Not all compounds are listed; the hit share may differ from the screen's.
GLS inhibitor	Tb PGK inh	PI4K2A inh	mol
-4%	-2%	-2	CN(C(=O)C(C)(C)C)[C@H]1C[C@H]2c3[nH]c4ccccc4c3CCN2C(=O)[C@H]1CO
3%	-10%	-21	COCCn1c2nc(=O)n(-c3ccccc3)c(=O)c-2nc2ccccc21
12%	-2%	0	O=C(C[C@H]1C[C@H]2c3cc(NS(=O)(=O)c4ccc(F)cc4)ccc3O[C@H]2[C@H](CO)O1)NCc1cc(F)ccc1F
3%	5%	5	Cc1ccc([C@H]2C[C@H](n3cc(C4CC4)nn3)[C@@H](O)CN2CC2CCCCC2)cc1
6%	-5%	3	C[C@@H]1CCCCO[C@H](CN(C)Cc2ccc3c(c2)OCO3)[C@@H](C)CN([C@H](C)CO)C(=O)c2cc(NC(=O)c3ccccc3)ccc2O1
0%	-2%	-5	N#CCC(C(=O)c1cccnc1)c1ccccc1 (centres undefined)
-2%	10%	-4	CC(=O)N1CCOc2ccc(S(=O)(=O)N3CCC(C(=O)NCc4ccc(Cl)cc4)CC3)cc21
1%	-1%	-6	OC(c1ccccc1)c1ccccc1CN1CCCNC1=S (centres undefined)
-6%	-9%	-5	CCCCN1C(=O)C(CC(=O)NCCc2ccccn2)CC(C(=O)N(C(C)C)C(C)C)=C1C (centres undefined)
2%	5%	4	N#CCC(=O)Nc1ccc(C(=O)OCC(=O)Nc2cccc3ccccc23)cc1
15%	i	0	N#CCCSC(=S)C1CCCC1=N (centres undefined)
6%	3%	-5	CCc1ccc(CN2CCC(Oc3cc(C(=O)NC4CC4)ccc3OC)CC2)cc1
21%	-9%	-5	Cc1cccc(N=Cc2ccccc2O)c1C
1%	-6%	2	O=C(Cn1ccnc1[N+](=O)[O-])N(CCO)CCO
32%[activator]	i	-6	CC(CN1CCN(CCOCCO)CC1)CN1c2ccccc2Sc2ccc(Cl)cc21 (centres undefined)
6%	-1%	-2	Cc1ccccc1NC(=O)CNC(=O)N1CC(=O)Nc2ccccc21
-1%	i	2	CCOC(=O)c1ccc(NC(=O)c2nc[nH]c2C(=O)N[C@@H](C)CO)cc1
2%	-1%	4	CN(Cc1cnn(-c2ccccc2)c1)C(=O)c1cccc(S(=O)(=O)Nc2ccccc2F)c1
-1%	-4%	-8	CN(CC(=O)NCC1CCCO1)S(=O)(=O)c1ccc2ccccc2c1 (centres undefined)
-1%	i	3	Cc1c(NC(=O)COC(=O)c2ccccc2O)c(=O)n(-c2ccccc2)n1C
-6%	i	3	COc1ccc(-c2ccc(CN3C(C(C)C)C(=O)N(Cc4cn(CCC5OCCCO5)nn4)CCS3(=O)=O)cc2)cc1OC (centres undefined)
1%	3%	-3	O=C(Cc1c[nH]c2ccccc12)N1CCN(S(=O)(=O)c2ccc(F)cc2)CC1
-7%	-6%	3	O=C(CCN1N=C(c2ccccc2)CCC1=O)NC1CCCCC1
1%	-8%	-2	COC(=O)c1c(NC(=O)c2ccc(C(=O)c3ccccc3)cc2)sc2c1CC(C)(C)NC2(C)C
-10%	-1%	-3	COc1ccc(NC(=O)C[C@H]2C(=O)N(CCc3ccccc3)C[C@@H]2Cc2ccccc2)cc1

# Compound profiles, as listed above.
# CCOC(=O)c1ccc(NC(=O)c2nc[nH]c2C(=O)N[C@@H](C)CO)cc1 as listed: GLS inhibitor: -1%; Tb PGK inh: i; PI4K2A inh: 2
# Cc1ccc([C@H]2C[C@H](n3cc(C4CC4)nn3)[C@@H](O)CN2CC2CCCCC2)cc1 as listed: GLS inhibitor: 3%; Tb PGK inh: 5%; PI4K2A inh: 5

# More records:
GLS inhibitor	Tb PGK inh	PI4K2A inh	mol
12%	-5%	-3	O=C(CCN1C(=O)c2ccccc2C1=O)c1ccccc1
-5%	-9%	-6	O=C1OCC/C1=C1/NCCNC1=O
-10%	-4%	4	C[C@@H]1CN([C@H](C)CO)C(=O)CCCn2cc(nn2)CO[C@H]1CN(C)S(=O)(=O)c1ccc(-c2ccccc2)cc1
-6%	-3%	-6	Cn1nc(NC(=O)C(F)(F)F)c2ncc(-c3ccccc3)nc21
8%	-7%	2	COc1ccc(CN2CCN(Cc3c[nH]c4ccccc34)CC2)c(OC)c1
1%	8%	-1	COc1cccc(NC(=O)c2cnc(NS(=O)(=O)c3ccccc3)nc2)c1
-2%	-3%	5	CC(=O)c1ccc(NC(=O)CN2CCC(NC(=O)c3ccccc3C)CC2)cc1
3%	-4%	0	C[C@H](O)[C@@H]1C(=O)N2CCc3c([nH]c4ccccc34)[C@@H]2C[C@@H]1N(C)S(=O)(=O)c1ccccc1
0%	-10%	?	NC1=CC(=O)C(=O)c2cccnc21
1%	-6%	-5	O=c1[nH]c2cc([N+](=O)[O-])ccc2c2cc(Br)ccc12
-5%	i	-1	OCc1ccccc1Cn1ccnc1
3%	7%	0	CN(C)c1ccc(C=C2SC(=S)N(Cc3ccco3)C2=O)cc1
13%	-2%	0	O=C(COC(=O)C1=COCCO1)NCc1ccc(Cl)cc1Cl
-7%	-5%	-4	COc1ccc(NC(=O)COC(=O)C2CCCN2C(=O)OC(C)(C)C)cc1Cl (centres undefined)
-3%	-3%	-3	C[C@H](CO)N1C[C@H](C)[C@H](CN(C)S(=O)(=O)c2cn(C)cn2)OCc2cnnn2CCCC1=O
-1%	i	0	Cc1cc(S(=O)(=O)Nc2ccc(C(=O)NC3CC3)cc2)ccc1F
28%	3%	-5	Cc1cc(=O)[nH]c(NNC(=O)c2ccc(Cl)cc2)n1
-1%	7%	-2	c1ccc(C2=NC(c3ccccc3)CC2)cc1 (centres undefined)
-8%	-2%	6	CC(C)N(Cc1ccccc1)S(=O)(=O)c1ccc(-n2cccn2)cc1
0%	-2%	-1	C[C@H](CO)N1C[C@H](C)[C@@H](CN(C)Cc2ccc3c(c2)OCCN3C)OCc2cnnn2CCCC1=O
0%	7%	-5	COc1ccc(-c2cc(C(=O)N3CCCCCC3)c3ccccc3n2)cc1OC
7%	-7%	-7	CCCCCCCCCC1NC(C(=O)O)Cc2c1[nH]c1ccccc21 (centres undefined)
10%	9%	1	CC1(C(=O)NNC(=O)c2cccc([N+](=O)[O-])c2)CC1Br (centres undefined)
-2%	4%	-3	CC1(C)CC(=O)C=C(C(=O)N2CCCC(C(=O)c3cc(F)ccc3F)C2)O1 (centres undefined)
2%	i	-3	CC(S(=O)(=O)c1ccccc1)S(=O)(=O)c1ccccc1

# Look-ups from the results shown.
# O=c1[nH]c2cc([N+](=O)[O-])ccc2c2cc(Br)ccc12 @ GLS inhibitor = 1%
# COc1ccc(CN2CCN(Cc3c[nH]c4ccccc34)CC2)c(OC)c1 @ PI4K2A inh = 2
# CC(C)N(Cc1ccccc1)S(=O)(=O)c1ccc(-n2cccn2)cc1 @ PI4K2A inh = 6
# COc1ccc(NC(=O)COC(=O)C2CCCN2C(=O)OC(C)(C)C)cc1Cl (centres undefined) @ PI4K2A inh = -4

# Continuation.
GLS inhibitor	Tb PGK inh	PI4K2A inh	mol
1%	i	-3	O=C(O)COc1ccc(NC(=O)c2ccc3c(c2)C(=O)N(CC2CCCO2)C3=O)cc1 (centres undefined)
5%	6%	-3	CCC(c1ccccc1)c1noc(CCN(CC)CC)n1 (centres undefined)
-4%	-5%	2	COC(=O)C[C@H]1C[C@@H]2c3cc(NS(=O)(=O)c4ccc(OC)cc4)ccc3O[C@@H]2[C@H](CO)O1
12%	2%	-5	O=C(O)c1ccc(NC(=O)C2CCN(S(=O)(=O)c3ccc4c(c3)OCCO4)CC2)cc1
-9%	-2%	9	COc1ccc(S(=O)(=O)N2CCC(C(=O)N[C@@H](C)C(=O)NCc3ccco3)CC2)cc1
-6%	i	-1	COc1ccc(S(=O)(=O)N2CCC(C(=O)NCCc3ccc(OC)c(OC)c3)CC2)cc1
-8%	i	2	CCn1ncc(CN2CCC(n3nccc3NC(=O)c3ccccc3Cl)CC2)c1C
12%	6%	-1	CCCCN1C[C@H](Cc2ccccc2)[C@@H](CC(=O)Nc2ccc(OC)cc2)C1=O
-2%	-6%	-6	CCN(CC)C(=O)C1=C(C)N(Cc2ccc(OC)cc2)C(=O)C(CC(=O)NC2CCCC2)C1 (centres undefined)
-1%	-10%	-2	O=C(COC(=O)c1ccc2c(c1)OCCO2)Nc1ccccc1C(F)(F)F
-5%	-4%	5	CCN(CC)C(=O)Cn1cc(SCC(=O)NC2CCCCC2)c2ccccc21
23%	i	-4	O=C(CCOc1ccccc1)N1CCCC(Nc2ccccc2)C1 (centres undefined)
1%	-4%	1	O=[N+]([O-])c1ccc(C=CC=Cc2ccccc2)cc1
2%	-1%	4	C[C@@H]1CCCCO[C@H](CN(C)S(=O)(=O)c2cccs2)[C@H](C)CN([C@@H](C)CO)C(=O)c2cc(NC(=O)NC3CCCCC3)ccc2O1
-6%	-6%	7	Cc1cc(OCC(=O)OC(C)C(=O)NC2CC2)c(C(C)C)cc1Cl (centres undefined)
5%	4%	0	O=C(NNc1ccccc1)OCc1ccccc1
-4%	-8%	-6	Cc1ccc(CN2CC(C(=O)Nc3nc(C)cs3)CC2=O)cc1 (centres undefined)
-2%	-7%	-5	COC(=O)c1cc(S(=O)(=O)NCC(C)c2ccccc2)c[nH]1 (centres undefined)
-4%	4%	0	COc1ccccc1C(=O)NNC(=O)c1ccc2ccccc2c1O
6%	-3%	-6	Clc1ccccc1NN(Cc1ccncc1)c1ccccc1Cl
8%	-3%	-10	COc1cccc(-c2nnc(NC(=O)CCS(=O)(=O)c3ccc(F)cc3)o2)c1
18%	-4%	-2	N#Cc1ccc(CN(Nc2ccccc2)c2ccccc2)cc1
5%	-12%	1	CCN(CC)CCCC(C)n1c(C)cc(C(=O)NS(=O)(=O)c2ccc(C)cc2)c1C (centres undefined)
1%	-6%	-3	CCCCCCN1C[C@@H](n2cc(-c3ccc(F)cc3)nn2)[C@H](O)C[C@@H]1c1ccc(OC)cc1
1%	6%	1	COc1ccc([C@H]2C[C@H](O)[C@@H](n3cc(-c4ccc(F)cc4)nn3)CN2Cc2cccs2)cc1

# Three structures out of the list, ordered by molar mass, low to high.
GLS inhibitor	Tb PGK inh	PI4K2A inh	mol
-4%	4%	0	COc1ccccc1C(=O)NNC(=O)c1ccc2ccccc2c1O
6%	-3%	-6	Clc1ccccc1NN(Cc1ccncc1)c1ccccc1Cl
12%	2%	-5	O=C(O)c1ccc(NC(=O)C2CCN(S(=O)(=O)c3ccc4c(c3)OCCO4)CC2)cc1

# Remaining list, next part.
GLS inhibitor	Tb PGK inh	PI4K2A inh	mol
-14%	0%	-24	C[C@H]1CN([C@@H](C)CO)C(=O)c2cc(Br)cnc2O[C@H]1CN(C)C(=O)C1CCC1
-2%	7%	2	CC1=C(C(=O)N(C(C)C)C(C)C)CC(CC(=O)NCCc2ccccn2)C(=O)N1Cc1ccccc1 (centres undefined)
1%	i	-1	CN(Cc1ccccc1)C(=O)CCC1CCN(C(=O)c2ccco2)CC1
6%	-8%	-16	CCOC(=O)C1(C)C(=O)CC2c3nc4ccccc4cc3CN2C1=O (centres undefined)
-1%	-1%	-2	COc1ccc(NC(=O)c2ccc(NC(=O)c3cccnc3)cc2)cc1
-4%	-7%	1	CC(C)(C)Cc1c(-c2ccccc2)nc2ccc(Cl)cn12
0%	-3%	3	COc1cc(NS(=O)(=O)c2ccc(-n3cccn3)cc2)cc(OC)c1
0%	5%	4	COc1ccc2c(c1)CCC1(C)CC(=O)C=C21 (centres undefined)
0%	-7%	-1	CCCCCNC(=O)c1ccc(NC(=O)CC2SC(N3CCCC3)=NC2=O)cc1 (centres undefined)
1%	1%	2	NS(=O)(=O)c1cc(Br)c2c(c1)S(=O)(=O)NCN2
3%	-9%	-1	COc1ccc(S(=O)(=O)Nc2ccc3c(c2)C(=O)N([C@H](C)CO)C[C@H](C)[C@@H](CN(C)C(=O)Nc2ccc(F)cc2)OCCCC[C@H](C)O3)cc1
6%	0%	6	O=C(NCc1ccccc1CN1CCCC1)c1ccc(S(=O)(=O)Nc2ccccc2)cc1
-8%	i	0	O=C1C=C(CCc2ccccc2)CCC1
5%	1%	5	COC(=O)C[C@@H]1C[C@H]2c3cc(NC(=O)Nc4ccccc4F)ccc3O[C@H]2[C@H](CO)O1
-4%	-9%	-7	N#Cc1ccc(-c2nc3ccc(Br)cn3c2Cc2ccccc2)cc1
0%	0%	-6	C[C@@H]1CN([C@@H](C)CO)C(=O)CCCn2nncc2CO[C@@H]1CN(C)C(=O)C1CCCCC1
2%	-11%	0	Cc1nc2nc(C(F)(F)F)[nH]c2nc1C
1%	1%	4	CC(C)(C)OC(=O)N1CCc2onc(-c3ccc(N)cc3)c2C1=O
3%	3%	4	Cc1cccnc1NS(=O)(=O)c1ccccc1
7%	-4%	-6	CCOc1ccc(-n2c(=S)sc3c(=O)[nH]c(SCC(=O)NC4CCCCC4)nc32)cc1

# Reformatted: entries from further up.
SMILES	GLS inhibitor	Tb PGK inh	PI4K2A inh
O=C1C=C(CCc2ccccc2)CCC1	-8%	i	0
COc1ccc2c(c1)CCC1(C)CC(=O)C=C21 (centres undefined)	0%	5%	4
